MITF act – activators of MITF-driven TRPM1 promoter reporter, primary screen, cell-based, SK-MEL-5, luciferase, single point | activation, % at 12.5 µM | SK-MEL-5 TRPM1-promoter luciferase, 24 h; % of positive control, neutral wells = 0 | 300,000 compounds, 0.75% hits;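 active = mean activation of at least 80% with every replicate also reaching 80%; inconclusive = mean reaches 80% but some replicate falls short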;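 also: 0% = neutral control wells and 100% = parthenolide positive control wells; values of inactives mirror those of a sister screen read the other way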
Rtt109 Vps75 – inhibitors of C. albicans Rtt109/Vps75 HAT, primary screen, biochemical, ThioGlo CoA-SH fluorescence, plate reader; Histone acetyltransferase RTT109 (Candida albicans (strain SC5314 / ATCC MYA-2876)), …; purified Rtt109/Vps75, 4 h; inhibition, % at 34.9 µM; 330,000 compounds, 0.16% hits; AID 540336, 2011;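 active = inhibition of at least 50% in every replicate; inconclusive = best replicate reaches 50% inhibition but some replicates fall short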
Target sequence (Q5AAJ8 whole entry, looked up): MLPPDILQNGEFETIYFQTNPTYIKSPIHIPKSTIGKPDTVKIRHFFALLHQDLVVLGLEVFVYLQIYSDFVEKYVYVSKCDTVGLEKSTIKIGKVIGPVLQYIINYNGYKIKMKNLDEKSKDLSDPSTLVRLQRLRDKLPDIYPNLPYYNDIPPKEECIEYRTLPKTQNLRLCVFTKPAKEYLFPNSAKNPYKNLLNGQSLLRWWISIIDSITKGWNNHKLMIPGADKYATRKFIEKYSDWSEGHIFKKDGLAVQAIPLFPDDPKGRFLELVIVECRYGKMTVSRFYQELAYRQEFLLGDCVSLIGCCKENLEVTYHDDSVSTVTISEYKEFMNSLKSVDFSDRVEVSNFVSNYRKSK
RTF Ca sens act – cardiac RTF calcium sensitivity activators, primary screen, biochemical, IANBD-TnC fluorescence, EC20 calcium; Troponin I, cardiac muscle (Homo sapiens) + Troponin T, cardiac muscle (Homo sapiens) + …; IANBD-labeled TnC RTF fluorescence at EC20 calcium; 0% EC20 calcium, 100% full calcium; activation, % at 7.2 µM; 340,000 compounds, 0.24% hits;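 active = activation above the mean over all tested compounds plus 3 SD, cut at about 30% in these data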;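 also: rise in fluorescence read as greater calcium sensitivity of cardiac thin filaments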
dFosB activator – activators of delta FosB homodimer, primary screen, biochemical, fluorescence polarization, TAMRA-CDK5 oligo, single point; 340,000 compounds, 0.99% hits; activation, % at 25 µM; purified delta FosB; percent of positive-control signal above neutral wells; Protein FosB (Mus musculus), P13346; AID 493131, 2011;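 active = mean activation above about 17%, with every replicate also reaching it, limit read from the data, passing the limit was not always enough; inconclusive = only one of the two conditions met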;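 also: fluorescence polarization rise as delta FosB binds a TAMRA Cdk5 AP-1 oligo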
Target sequence (P13346 whole entry, looked up): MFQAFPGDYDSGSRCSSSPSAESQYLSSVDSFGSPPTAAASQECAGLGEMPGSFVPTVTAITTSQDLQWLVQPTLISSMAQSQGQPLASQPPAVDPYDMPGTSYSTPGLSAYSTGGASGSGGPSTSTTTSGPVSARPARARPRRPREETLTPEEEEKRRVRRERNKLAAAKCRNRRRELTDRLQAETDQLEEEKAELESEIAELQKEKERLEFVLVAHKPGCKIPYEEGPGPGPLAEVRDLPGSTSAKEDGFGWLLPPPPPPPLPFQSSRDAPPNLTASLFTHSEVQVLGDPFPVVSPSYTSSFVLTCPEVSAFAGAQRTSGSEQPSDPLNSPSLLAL
PvdQ acylase – P. aeruginosa PvdQ acylase inhibitors, primary screen, biochemical, fluorescence, plate reader and imaging, single point. 340,000 compounds, 0.063% hits. purified PvdQ acylase. PvdQ acylase [Pseudomonas aeruginosa LESB58]. inhibition, % at 10 µM; in the data active = inhibition above about 30%, passing the limit was not always enough; inconclusive = no clear call, values can overlap the other calls;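 also: 0% = vehicle neutral wells and 100% = reference inhibitor wells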
SR-BI DiI-HDL act – activators of SR-BI mediated DiI-HDL uptake, primary screen, ldlA[mSR-BI] CHO cells, DiI fluorescence; activation, % at 12.5 µM; 3 h; 100 = double the neutral-control signal; 320,000 compounds, 0.096% hits; AID 504775, 2011;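 active = mean replicate activation of at least 60% and every replicate at or above 60%; inconclusive = mean or all-replicate condition met, but not both; inactive = mean below 60% and not all replicates reaching 60%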;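 also: 0% = median plate neutral-control signal and 100% = twice that signal; values of inactives mirror those of a sister screen read the other way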
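Assay system: CHO ldlA[mSR-BI] cells, LDL receptor-null, SR-BI overexpressing; medium: Ham's F12 with 0.5% BSA, HEPES 25 mM, pH 7.4; also added: DiI-HDL 10 µg/mL; timing: 3 h uptake period with compound, 37 °C; signal: DiI fluorescence, bottom read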
CDK5 p35 inh – inhibitors of human CDK5/p35 kinase, primary screen, biochemical, single concentration; Cyclin-dependent kinase 5 (Homo sapiens) + Cyclin-dependent kinase 5 activator 1 (Homo …; Recombinant CDK5/p35, ADP-Glo luminescence, 60 min; inhibition, % at 10 µM; 330,000 compounds, 0.01% hits; AID 488839, 2010;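 active = highest replicate inhibition of at least 50% and at least 75% of replicates reaching 50%; inconclusive = only one of the two criteria met; inactive = both criteria failed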;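 also: plate controls were DMSO neutral control for no effect and GW8510 at 10 µM for full effect; many of its hits are not listed in these tables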
HTR5A ag ctr – HTR5A agonists in luminescence cell assay, primary screen, counter-screen for OPRM1-OPRD1 heterodimer agonist project, full-deck HTS; cell-based; 5-hydroxytryptamine receptor 5A (Homo sapiens), P47898; 340,000 compounds, 0.61% hits; AID 504692, 2011; activation, % at 9.3 µM; in the data active = activation mostly above about 9.5%, no sharp cut-off; inactive = mostly below about 7.6%;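 also: 0% = cells with vehicle only and 100% = reference agonist; strong numbers were not always called active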
Target sequence (P47898 whole entry, looked up): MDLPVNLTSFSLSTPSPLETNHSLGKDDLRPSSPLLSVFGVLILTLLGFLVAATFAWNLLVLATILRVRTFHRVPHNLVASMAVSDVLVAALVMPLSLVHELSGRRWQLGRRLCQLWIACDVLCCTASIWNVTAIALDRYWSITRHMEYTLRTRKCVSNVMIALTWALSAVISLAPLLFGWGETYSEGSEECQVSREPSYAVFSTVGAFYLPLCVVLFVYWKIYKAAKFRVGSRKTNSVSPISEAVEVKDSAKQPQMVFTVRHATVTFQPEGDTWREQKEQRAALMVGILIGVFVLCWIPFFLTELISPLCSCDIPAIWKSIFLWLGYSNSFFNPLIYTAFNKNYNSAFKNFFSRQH
SR-BI DiI inh – inhibitors of SR-BI mediated HDL lipid uptake, primary screen, ldlA[mSR-BI] cells, fluorescence, single point. 320,000 compounds, 0.96% hits. ldlA[mSR-BI] CHO cells, DiI-HDL uptake fluorescence, 3 h. inhibition, % at 12.5 µM;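 active = mean replicate inhibition of at least 70% and a set share of replicates each scoring 70 or more; inconclusive = meets just one of the two criteria; inactive = fails both criteria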;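 also: 0% = median of neutral control wells and 100% = median of positive control wells; values of inactives mirror those of a sister screen read the other way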
Wnt act – Wnt/beta-catenin pathway activators, primary screen, cell-based, plate reader, single point | Wnt/beta-catenin reporter cell assay, activator | 300,000 compounds, 1.2% hits | activation, % at 9.35 µM; in the data active = activation above about 30%, passing the limit was not always enough; inconclusive = no clear call, values can overlap the other calls;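 also: 0% = neutral control wells and 100% = positive control wells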
* hit, by the source's call; ? = inconclusive; · = no result given.

No. | structure | SR-BI DiI-HDL act | RTF Ca sens act | MITF act | PvdQ acylase | CDK5 p35 inh
1 | CCC(=O)Nc1nnc(SCC(=O)c2ccc3c(c2)Cc2ccccc2-3)s1 | 2 | 2 | 8 | 2 | -0.1
2 | Cc1ccc(C)c(OCCC(=O)OCC(=O)Nc2ccc(C)c(S(=O)(=O)N3CCCCC3)c2)c1 | 10 | 0 | 2 | -7 | -0.5
3 | c1ccc(-n2nnnc2NCCc2c[nH]c3ccccc23)cc1 | -12 | 5 | · | 0 | 0.2
4 | N#CCc1ccnc2ccccc12 | -16 | 2 | -2 | -7 | -5.6
5 | O=C(c1cc(-c2ccc(F)cc2)nc2ccccc12)N1CCN(C2CCS(=O)(=O)C2)CC1 (stereo not drawn) | -3 | 1 | 20 | -8 | -0.2
6 | COc1cc(NC(=S)N2CCc3ccccc3C2)cc(OC)c1 | 12 | -4 | 3 | -2 | 0.2
7 | O=C(COC(=O)/C=C/c1ccc(F)cc1)Nc1nnc(-c2ccccc2)o1 | 29 | -4 | 5 | -10 | -0.6
8 | CC(CCc1ccccc1)NC(=O)c1cncc(Br)c1 (stereo not drawn) | -9 | 0 | 5 | -8 | -0.9
9 | COc1cc2nc(N(CCCN(C)C)C(=O)c3ccc(S(=O)(=O)N4CCc5ccccc54)cc3)sc2cc1OC | -14 | -17 | -4 | 3 | 1.7
10 | Cc1cccn2c(=O)c3cc(C(=O)NC4CCCC4)c(=N)n(Cc4ccc(F)cc4)c3nc12 | 17 | -5 | 0 | -10 | 1.2
11 | CCCSc1cc(NCCOC(C)=O)c([N+](=O)[O-])c2nonc12 | 20 | 0 | -2 | -8 | -0.4
12 | CCn1ccnc1CNC(=O)CC1C(=O)NCCN1Cc1ccc(F)cc1Cl (stereo not drawn) | 6 | 2 | 11 | 1 | 0.8

No. | Wnt act | SR-BI DiI inh | dFosB activator | Rtt109 Vps75 | HTR5A ag ctr
1 | -2 | -2 | -3 | 3 | -1
2 | 1 | -10 | 5 | -2 | 2
3 | -5 | 12 | 0 | -3 | 7
4 | -2 | 16 | -4 | 1 | -5
5 | 5 | 3 | -10 | 8 | 4
6 | 4 | -12 | -2 | 1 | 1
7 | 1 | -29 | 0 | -4 | 0
8 | · | 9 | -6 | 4 | -11
9 | -8 | 14 | 9 | 27 | 1
10 | -3 | -17 | 12 | -62 | -1
11 | 1 | -20 | -1 | 8 | -1
12 | -2 | -6 | -11 | 12 | 6

(continued)
No. | structure | SR-BI DiI-HDL act | RTF Ca sens act | MITF act | PvdQ acylase | CDK5 p35 inh
13 | Cc1csc(-c2cccnc2)n1 | 6 | -3 | 10 | 12 | -0.2
14 | Cc1ccnc(N2C(=O)c3cccc4c([N+](=O)[O-])ccc(c34)C2=O)c1 | 3 | 16 | -11 | -12 | 1.6
15 | COc1ccccc1/C=C/C(=O)OCC(=O)N1c2ccccc2CC1C (stereo not drawn) | -37 | -8 | 5 | -5 | -0.6
16 | CN(CCCNC(=O)C1CCC(=O)N1Cc1ccc(F)cc1)c1ccccc1 (stereo not drawn) | 3 | 1 | · | -8 | 1.8
17 | O=C(O)c1ccc(CSc2nnc(-c3ccncc3)n2CC2CCCO2)cc1 (stereo not drawn) | 3 | 7 | · | 8 | -1.2
18 | CC(C)c1nc(Cl)c(C#N)c2c1CSC(C)(C)C2 | -27 | 0 | 1 | 3 | 1.5
19 | CCCc1c(C(=O)N/N=C/c2ccccc2C(F)(F)F)nnn1-c1nonc1N | -76 | -7 | 4 | -19 | -0.2
20 | O=C(CC(=O)c1ccccc1)Nc1ccc([N+](=O)[O-])cc1 | -26 | 1 | 45 | -11 | 1.8
21 | N/C(CC(=O)Nc1ccc(F)c(Cl)c1)=N\OC(=O)c1cccs1 | 15 | 4 | · | -11 | -1.3
22 | CCOC(=O)c1cn(C2CC2)c2c(F)c(NCCCN(C)C)c(F)cc2c1=O | 13 | 7 | 10 | -7 | 2.6
23 | Cc1onc(-c2ccccc2Cl)c1C(=O)Nc1cc(=O)n(C)c(=O)n1C | 18 | -4 | -1 | -1 | 0.4
24 | CN1CCN(C(=O)CCS(=O)(=O)c2cc3c(cc2Cl)NC(=O)CO3)CC1 | 7 | 4 | 7 | 9 | 0.6

No. | Wnt act | SR-BI DiI inh | dFosB activator | Rtt109 Vps75 | HTR5A ag ctr
13 | 6 | -6 | 3 | -11 | -3
14 | 27 | -3 | -5 | 1 | -7
15 | 2 | 37 | -3 | 2 | 6
16 | 0 | -3 | -12 | 6 | 10
17 | 2 | -3 | 2 | -9 | -1
18 | -1 | 27 | 4 | 10 | 2
19 | 0 | 76* | 14 | -1 | 3
20 | ? | 26 | 3 | 0 | 3
21 | -1 | -15 | 23* | -4 | 13*
22 | -2 | -13 | -2 | 3 | 0
23 | 3 | -18 | 0 | 4 | 2
24 | -1 | -7 | -4 | -4 | -1

Reprinted at random: 5 entries already listed, in no set order.
No. | structure | SR-BI DiI-HDL act | RTF Ca sens act | MITF act | PvdQ acylase | CDK5 p35 inh
15 | COc1ccccc1/C=C/C(=O)OCC(=O)N1c2ccccc2CC1C (stereo not drawn) | -37 | -8 | 5 | -5 | -0.6
16 | CN(CCCNC(=O)C1CCC(=O)N1Cc1ccc(F)cc1)c1ccccc1 (stereo not drawn) | 3 | 1 | · | -8 | 1.8
17 | O=C(O)c1ccc(CSc2nnc(-c3ccncc3)n2CC2CCCO2)cc1 (stereo not drawn) | 3 | 7 | · | 8 | -1.2
20 | O=C(CC(=O)c1ccccc1)Nc1ccc([N+](=O)[O-])cc1 | -26 | 1 | 45 | -11 | 1.8
18 | CC(C)c1nc(Cl)c(C#N)c2c1CSC(C)(C)C2 | -27 | 0 | 1 | 3 | 1.5

No. | Wnt act | SR-BI DiI inh | dFosB activator | Rtt109 Vps75 | HTR5A ag ctr
15 | 2 | 37 | -3 | 2 | 6
16 | 0 | -3 | -12 | 6 | 10
17 | 2 | -3 | 2 | -9 | -1
20 | ? | 26 | 3 | 0 | 3
18 | -1 | 27 | 4 | 10 | 2

Next part:
No. | structure | SR-BI DiI-HDL act | RTF Ca sens act | MITF act | PvdQ acylase | CDK5 p35 inh
25 | CCOC(=O)/C=C1\NC(C)(C)Cc2cc(OC)c(OC)cc21 | -9 | 5 | · | -7 | 0.3
26 | Cc1ccc(C(=O)Nc2ccc(OCc3ccccc3)cc2)cc1[N+](=O)[O-] | -31 | 1 | 2 | -8 | 0.1
27 | CCCn1c(SCC(=O)N2CCCC(C)C2)nnc1-c1cccnc1 (stereo not drawn) | 14 | 3 | -3 | -15 | -1.5
28 | O=Cc1c(Cl)cccc1Cl | 4 | 1 | 6 | -7 | -0.3
29 | CCCc1ccc(S(=O)(=O)N/N=C(/C)c2ccc3c(c2)OCO3)cc1 | 7 | 1 | -2 | -6 | -3.6
30 | O=C(Cc1cccs1)NNC(=O)C12CC3CC(CC(C3)C1)C2 | 12 | -3 | 6 | -2 | 1.9
31 | CCCCC(=O)Nc1nnc(S(=O)(=O)N(CC)c2ccccc2)s1 | -11 | 1 | 4 | -17 | -0.9
32 | CC1CCc2nn(CC(=O)NCCCN3CCCC3=O)cc2C1 (stereo not drawn) | -1 | 0 | · | -9 | 0.3
33 | COc1cccc(-c2csc(N3CCN(C(=S)Nc4ccccc4C)CC3)n2)c1 | -59 | 2 | 13 | -6 | -5.9
34 | Cc1csc(NC(=O)CSc2nnc(Cc3cccn3C)n2CCc2ccccc2)n1 | -29 | 3 | 2 | -8 | 2.0
35 | O=c1cnn(Cc2ccc(Cl)c(Cl)c2)c2ccccc12 | · | 3 | 2 | -8 | -1.2
36 | Cc1cccc(NCN2C(=O)c3ccccc3C2=O)c1 | 1 | 0 | 14 | -8 | -0.3

No. | Wnt act | SR-BI DiI inh | dFosB activator | Rtt109 Vps75 | HTR5A ag ctr
25 | -2 | 15 | -7 | -6 | 1
26 | · | 31 | 0 | -5 | 4
27 | 2 | -14 | -3 | 2 | -3
28 | -2 | -4 | 5 | -3 | 0
29 | -2 | -7 | -11 | -6 | 1
30 | -2 | -12 | -4 | -6 | 6
31 | 7 | 11 | 18* | 4 | -2
32 | -5 | 1 | -9 | -7 | 4
33 | 1 | 59 | -12 | -2 | 9
34 | -2 | 29 | 2 | 1 | 4
35 | -3 | · | -2 | 1 | 0
36 | · | -1 | 1 | 3 | 6

Continued.
No. | structure | SR-BI DiI-HDL act | RTF Ca sens act | MITF act | PvdQ acylase | CDK5 p35 inh
37 | c1ccc(-c2nc(SCc3nc4ccccc4[nH]3)c3oc4ccccc4c3n2)cc1 | -25 | -5 | -14 | 2 | -1.2
38 | COc1ccc(CN(C)C(=S)Nc2ccc(Cl)cc2Cl)cc1 | -3 | 6 | 0 | 6 | 0.3
39 | COc1cccc(CNC(=O)Cn2ccc([N+](=O)[O-])n2)c1 | 14 | -1 | 3 | -6 | 0.3
40 | Cc1ccc(-n2nnc3c(=O)n(CC(=O)N4CCC(C)CC4)cnc32)cc1 | 23 | -6 | 12 | 2 | 0.8
41 | COc1ccccc1-n1nnnc1SCC(=O)NCC1CCCO1 (stereo not drawn) | 13 | 2 | 8 | -9 | -1.0
42 | CC(CCc1ccccc1)NC(=O)COC(=O)c1ccc([N+](=O)[O-])cc1 (stereo not drawn) | -9 | -2 | 3 | -2 | -0.2
43 | CCCc1cc(=O)oc2c(C)c(OC3CCCCC3=O)ccc12 (stereo not drawn) | -47 | -6 | · | -5 | 1.1
44 | COc1cc(-c2noc(C3CCCN(C(=O)c4c(F)cccc4F)C3)n2)cc(OC)c1OC (stereo not drawn) | -34 | 3 | 4 | -4 | 0.4
45 | Cc1cc(C)c(C(=O)N2CCCC(N3CCN(c4ccc(F)cc4)CC3)C2)o1 (stereo not drawn) | -41 | 0 | -2 | -4 | -1.6

No. | Wnt act | SR-BI DiI inh | dFosB activator | Rtt109 Vps75 | HTR5A ag ctr
37 | 0 | 25 | -4 | -3 | -2
38 | -1 | 3 | -3 | · | 2
39 | 0 | -14 | -12 | -36 | -1
40 | -1 | -23 | -12 | 6 | 0
41 | 3 | -13 | 0 | -20 | 0
42 | 2 | 9 | 2 | -4 | 1
43 | 0 | 47 | -1 | 0 | 0
44 | 1 | 34 | -15 | -5 | -1
45 | 1 | 41 | 5 | -9 | 2

Screens (PubChem BioAssay)
